# Screening data (PubChem)
# PME-1 primary – PME-1 (human) inhibition; inhibition, % at 5.9 µM; hit rate 0.53% among 320,000; recombinant PME-1, FP-Rh probe fluorescence polarization; Q9Y570;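 active = inhibition above the campaign mean of all compounds plus 3 SD, cut at about 26% in these data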;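 note: competitive labeling of PME-1 active site by serine hydrolase directed probe; 0% = PME-1 with DMSO and 100% = wells lacking PME-1 enzyme; inhibitors block probe labeling so polarization falls and inhibition rises; many of its hits are not listed in these tables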
# PAFAH1B2 FP inh – inhibitors of human PAFAH1B2 | P68402 | recombinant PAFAH1B2, FP-rhodamine activity probe, fluorescence polarization | inhibition, % at 3.39 µM | hit rate 1.2% among 340,000 | AID 492953;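 active = inhibition above the mean of all tested compounds plus 3 SD, cut at about 24% in these data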;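 note: 0% = enzyme with DMSO and 100% = wells lacking PAFAH1B2; many of its hits are not listed in these tables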
# PAD4 FP inh – inhibitors of human PAD4; inhibition, % at 6.36 µM; hit rate 0.41% among 330,000; recombinant PAD4, RCA probe fluorescence polarization; Q9UM07;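 active = percent inhibition above a cutoff equal to the mean of all tested compounds plus 3 SD, cut at about 15% in these data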;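 note: 0% = PAD4 with RCA probe and DMSO and 100% = probe without PAD4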
# PAFAH1B3 FP inh – PAFAH1B3 (human) inhibition | Q15102 | recombinant PAFAH1B3, FP-rhodamine probe, fluorescence polarization | inhibition, % at 3.39 µM | hit rate 0.28% among 340,000 | AID 492972;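 active = inhibition above the screen-wide average of all tested compounds plus 3 SD, cut at about 25% in these data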;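 note: 0% = enzyme with DMSO only and 100% = wells lacking PAFAH1B3 protein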
# Target sequence (Q15102 whole entry, looked up): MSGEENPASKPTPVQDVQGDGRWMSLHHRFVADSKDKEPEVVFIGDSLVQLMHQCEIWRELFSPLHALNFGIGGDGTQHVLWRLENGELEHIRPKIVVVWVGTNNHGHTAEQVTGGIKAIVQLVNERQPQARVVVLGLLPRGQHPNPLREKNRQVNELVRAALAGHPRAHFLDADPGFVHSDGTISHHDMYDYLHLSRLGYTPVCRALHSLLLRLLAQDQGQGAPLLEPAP
# PREPL inhibitor – inhibits the human prolyl oligopeptidase-like enzyme | Q4J6C6 | inhibition, % at 5.96 µM | recombinant PREPL, fluorescence polarization activity-based probe | hit rate 0.68% among 320,000; in the data active = inhibition above about 43%;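 note: 0% = enzyme with DMSO and 100% = wells lacking enzyme; many of its hits are not listed in these tables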
# Target sequence (Q4J6C6 whole entry, looked up): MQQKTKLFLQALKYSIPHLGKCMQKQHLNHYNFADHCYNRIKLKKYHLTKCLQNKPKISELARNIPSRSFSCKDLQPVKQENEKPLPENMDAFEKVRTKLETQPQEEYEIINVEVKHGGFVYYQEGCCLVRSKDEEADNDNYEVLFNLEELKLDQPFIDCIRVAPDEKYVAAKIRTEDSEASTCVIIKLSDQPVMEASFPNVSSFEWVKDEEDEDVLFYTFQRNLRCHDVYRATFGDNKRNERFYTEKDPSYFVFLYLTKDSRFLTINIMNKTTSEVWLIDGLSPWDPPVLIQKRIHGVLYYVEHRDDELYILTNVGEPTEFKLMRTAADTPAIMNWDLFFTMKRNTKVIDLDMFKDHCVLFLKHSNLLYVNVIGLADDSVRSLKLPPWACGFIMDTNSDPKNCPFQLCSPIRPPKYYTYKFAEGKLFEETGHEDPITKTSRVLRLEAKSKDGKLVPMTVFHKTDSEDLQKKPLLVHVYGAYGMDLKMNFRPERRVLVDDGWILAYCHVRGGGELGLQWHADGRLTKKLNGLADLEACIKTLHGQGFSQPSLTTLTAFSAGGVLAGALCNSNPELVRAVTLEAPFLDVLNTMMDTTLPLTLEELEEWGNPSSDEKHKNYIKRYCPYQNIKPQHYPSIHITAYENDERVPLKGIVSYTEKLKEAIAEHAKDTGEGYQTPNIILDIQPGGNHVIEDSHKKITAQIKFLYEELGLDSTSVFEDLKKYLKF
# LYPLA2 inh – counter-screen for PME1 inhibitors: inhibitors of human LYPLA2; O95372; recombinant LYPLA2, FP-Rh probe fluorescence polarization; AID 2177; inhibition, % at 5.9 µM; hit rate 0.38% among 320,000;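 active = inhibition above the screen-wide mean plus 3 SD, limit set per campaign, cut at about 26% in these data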;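 note: 0% = LYPLA2 with DMSO and 100% = wells lacking LYPLA2 enzyme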
# LYPLA1 counter – counter-screen for PME1 inhibitors: inhibitors of human LYPLA1. O75608. recombinant LYPLA1, FP-Rh probe fluorescence polarization. inhibition, % at 5.9 µM. hit rate 0.16% among 320,000;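 active = inhibition above the mean of all tested compounds plus 3 SD, set per campaign, cut at about 14% in these data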;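 note: inhibitors block serine hydrolase probe labeling of LYPLA1 so polarization falls; 0% = enzyme with DMSO and 100% = wells lacking LYPLA1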
# GSTO1 inh – blocks human GSTO1 in RBBP9 counter-screen; P78417; recombinant GSTO1, activity-based probe fluorescence polarization; inhibition, % at 5.96 µM; hit rate 1.1% among 300,000;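 active = inhibition above the campaign mean inhibition plus 3 SD, cut at about 35% in these data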;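 note: 0% = GSTO1-1 with DMSO and 100% = wells lacking GSTO1-1 enzyme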
# pPAFAH FP inh – pPAFAH (human) enzyme inhibition | recombinant pPAFAH, FP-rhodamine probe fluorescence polarization | AID 463082 | inhibition, % at 3.39 µM | Q13093 | hit rate 1.5% among 330,000;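 active = inhibition above the mean inhibition across the screen plus 3 SD, cut at about 25% in these data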;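 note: inhibitors block binding of the rhodamine activity-based probe so polarization drops; 0% = enzyme with DMSO and 100% = wells lacking pPAFAH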
# An asterisk follows results filed as active; . = not tested or not shown. This is a subset; the hit share may differ from the screen's.
SMILES,PME-1 primary,PAFAH1B2 FP inh,PAD4 FP inh,PAFAH1B3 FP inh,PREPL inhibitor,LYPLA2 inh,LYPLA1 counter,GSTO1 inh,pPAFAH FP inh
C#CCOCCOCCOCCNc1nc(N2CCN(C(=O)[C@H](CCCCN)n3cc(C(N)CO)nn3)CC2)nc(N2CCN(C(=O)[C@H](CCCCN)n3cc(C(N)COC(=O)C(F)(F)F)nn3)CC2)n1 (stereo partly specified),-5,.,5,.,0,4,-4,-2,2
COc1cccc(-c2cnc(OC(C)(C)C)nc2OC(C)(C)C)c1,-5,3,-8,0,-8,4,-2,0,-8
CCn1c(SCC(=O)N/N=C/C=C/c2ccco2)nnc1-c1ccccc1,1,3,4,0,4,-2,-2,2,10
C#CCCCc1nc2ccccc2c(=O)n1N,3,0,2,1,-8,-4,2,1,1
CCOc1ccc(CN2CCNC(=O)C2CC(=O)NCc2csc(C)n2)cc1 (stereo unspecified),6,0,-2,1,8,-1,2,-4,-3
COc1ccc2cc(CN(Cc3cccnc3)S(=O)(=O)c3ccccc3)c(=O)[nH]c2c1,-1,2,-4,0,5,4,3,0,3
COC(=O)[C@]1(C)N[C@H](c2ccc(-c3cccc(Cl)c3)c(OC)c2)[C@@H]2C(=O)N(C)C(=O)[C@@H]21,.,1,3,4,11,.,.,.,17
CCOc1ccc2nc(NC(=O)C3(C)CC3(Br)Br)sc2c1 (stereo unspecified),1,1,0,5,6,-5,-2,4,4
O=C(CCc1ccccc1)N1CCN(c2ccc(Cl)cc2)CC1,4,13,-2,6,-20,9,3,3,1
COc1ccc([N+](=O)[O-])cc1N(CC(O)CN1C(=O)NC(C)(C)C1=O)S(=O)(=O)c1ccccc1 (stereo unspecified),1,-1,1,-2,4,1,2,-1,5
COc1ccc(CN2CCCC(C(=O)c3cccc(C(F)(F)F)c3)C2)cc1O (stereo unspecified),-3,-2,1,3,3,4,-2,-5,0
NC(=O)c1ccccc1OCC(=O)Nc1ccc(Cl)c(Cl)c1,-25,1,-8,9,6,-3,-10,-16,-2

# Part of the list above, reduced to PAD4 FP inh and PAFAH1B2 FP inh.
Molecule,PAD4 FP inh,PAFAH1B2 FP inh
COc1ccc2cc(CN(Cc3cccnc3)S(=O)(=O)c3ccccc3)c(=O)[nH]c2c1,-4,2
COC(=O)[C@]1(C)N[C@H](c2ccc(-c3cccc(Cl)c3)c(OC)c2)[C@@H]2C(=O)N(C)C(=O)[C@@H]21,3,1

# (listing goes on)
SMILES,PME-1 primary,PAFAH1B2 FP inh,PAD4 FP inh,PAFAH1B3 FP inh,PREPL inhibitor,LYPLA2 inh,LYPLA1 counter,GSTO1 inh,pPAFAH FP inh
Fc1cccc(NC(=S)NCc2ccccc2Cl)c1,-1,0,-4,6,6,15,-1,-18,-1
Cc1ccc(-n2nc3c(c2NC(=O)c2ccc(F)c(F)c2)CS(=O)(=O)C3)cc1,1,-7,-3,5,5,6,1,-1,-2
COc1ccc(-n2c(SCc3cn4c(C)cccc4n3)nc3ccccc3c2=O)cc1OC,5,-2,0,-1,14,6,0,-7,-3
COc1cccc(/C=N/NC(=O)C(=O)N/N=C/c2cccc(OC)c2OC)c1OC,2,4,0,1,-3,-1,-2,1,-3
COC(=O)CN1C(=O)[C@H]2[C@@H](/C=C/c3ccccc3)N3C(=O)CN(CCO)C(=O)[C@@]3(Cc3ccccc3)[C@H]2C1=O,-4,1,-5,2,-4,7,4,4,9
CCC(=O)n1nc(-c2ccc(Cl)cc2)nc1NCc1ccccc1,0,5,0,13,-3,-5,-3,5,-1
CCOC(=O)N1CCN(C(=O)CN(C2CCCCC2)S(=O)(=O)c2ccc(F)cc2)CC1,2,-2,-6,5,1,-3,-2,2,2
CCOCCn1c(C(C)O)nc2ccccc21 (stereo unspecified),-1,1,-2,7,0,0,3,7,2
COc1ccc(NC(=O)/C=C/c2cccc(C(F)(F)F)c2)cn1,-33,2,-1,3,-7,2,-4,-2,3
COc1cc(/C=C2\C(=N)N3N=C(S(=O)(=O)CC(C)C)SC3=NC2=O)ccc1OC(=O)c1ccco1,-6,.,-3,.,49*,-7,-7,-8,5
O=C(COC(=O)c1cc(=O)[nH]c2ccccc12)NCc1ccc(Cl)cc1,0,12,-4,5,-20,-1,-6,.,0
O=C(NCCC(=O)N(Cc1ccco1)Cc1cccs1)c1ccccc1Cl,4,7,1,1,14,1,-3,.,1
COc1ccc(CCNC(=O)COC(=O)C2COc3ccccc3O2)cc1 (stereo unspecified),0,-3,4,4,4,0,1,.,4
O=C(Nn1c(C2CCCCC2)nc2ccccc2c1=O)c1ccc([N+](=O)[O-])cc1Cl,-2,2,-2,-3,-10,-4,0,7,1
CC(C)NC(=O)C1CCN(C(=O)c2ccc(-c3ccccc3)cc2)CC1,-3,1,1,4,9,-1,-2,-1,2
CC(C)OC(=O)c1cccnc1N1CCN(c2cccc(Cl)c2)CC1,-2,0,0,-3,14,4,-1,2,9
CCC(C)NCCOCCOc1ccc(Cl)cc1Br (stereo unspecified),0,-2,1,5,14,6,2,6,1
CCOc1ccccc1N(CC(=O)Nc1c(C)n(C)n(-c2ccccc2)c1=O)S(=O)(=O)c1ccccc1,-1,0,4,9,8,9,2,2,4
COc1ccc(-c2c(C#Cc3ccsc3)c3cc(-c4ccc(OC)c(F)c4)ccc3n2C)cc1,-1,-12,-7,-7,14,1,1,.,4
CC(=O)N1CC=CC1(CC(C)C)C(=O)NCc1cc(F)cc(C(F)(F)F)c1 (stereo unspecified),-2,2,0,4,4,-1,0,-2,7
O=C1CSC(c2ccccc2)N1c1cccnc1 (stereo unspecified),3,6,-1,7,19,-2,-3,12,-6
O=C(C1CCC1)N1CCN(S(=O)(=O)c2ccc([N+](=O)[O-])cc2)CC1,-4,5,1,1,3,3,2,.,1
COc1ccc(OCC(O)CN2CCN(c3ccc(OC)cc3)CC2)cc1 (stereo unspecified),-1,2,-5,5,6,11,2,5,0
CC1CCN(C(=O)Cn2nnc(-c3ccc(N)cc3)n2)CC1,2,6,6,5,6,4,3,-1,4
NNC(=O)c1ccc(CN2CCCCC2)o1,1,-1,-5,9,-4,3,3,5,2
Cc1nc2ccccc2n1CC(=O)N/N=C\C=C\c1ccccc1,2,4,-3,4,3,9,-2,0,0
O=C1CCC(=O)N1c1ccc(S(=O)(=O)N2CCCC2)cc1,1,5,2,9,-1,1,-3,-8,2
O=C(C1=C[C@@H](c2ccc(C(F)(F)F)cc2)C[C@@H](OCCCCO)O1)N1CCCCCCC1,-3,3,-5,7,27,0,-1,-1,-1
CC(C)C[C@@H](CN=[N+]=[N-])N1CCN(Cc2ccccc2)CCC1=O,-2,3,3,5,10,-3,-2,1,-7
Cn1ccs/c1=N\S(=O)(=O)c1ccc(F)cc1,1,3,1,4,6,-4,-1,5,6
CCCC(=O)NCCCc1nc2ccccc2n1CC,-3,-1,1,10,-9,2,1,-5,5
CCOC(=O)c1ccc(NC(=S)Nc2ccccn2)cc1,0,3,-4,3,3,-2,-4,-13,1
Cc1cc(NC(=O)Nc2cccc(Cl)c2)n(-c2ccccn2)n1,-58,-4,-2,-8,7,-78,-56,-49,-9
Cn1c(N)c(C(=O)CSc2nc3ccccc3c(=O)n2Cc2ccccc2)c(=O)n(C)c1=O,3,4,2,0,4,0,-1,7,6
C=C(C)Cn1c(=O)c2c(nc3n2CC(C)CN3Cc2ccccc2)n(C)c1=O (stereo unspecified),5,3,1,12,22,7,1,5,-1
Cc1ccc(C(c2sc3nc(C)nn3c2O)N2CC(C)OC(C)C2)cc1 (stereo unspecified),-3,2,0,-1,13,3,-5,0,0
COc1ccc(C2N(C(=O)N(C)C)CCN2S(=O)(=O)c2ccc(OC)cc2)cc1 (stereo unspecified),6,0,-1,1,4,1,3,-1,4
Cc1nnc(NC(=O)CSc2nnc(CCc3nc4ccccc4[nH]3)n2C)s1,2,0,6,-7,11,4,1,3,-3
Cc1cc(C)c(N(CC(=O)NC(C)(C)C)C(=O)CNC(=O)c2cccs2)c(C)c1,5,.,2,.,-1,-6,-1,-1,-2
COc1cc(NC(=O)c2ccc([N+](=O)[O-])o2)ccc1NC(=O)c1ccco1,11,1,-8,5,0,-3,-5,11,13
O=C(CN(C(=O)CNS(=O)(=O)c1ccccc1)C1CCCC1)NCC1CCCO1 (stereo unspecified),-5,-3,-6,-2,-6,2,1,-1,4
CCSc1nnc(NC(=O)C2CCN(C(=O)c3ccc(F)cc3)CC2)s1,.,4,-3,10,2,.,.,.,-1
O=C(CNS(=O)(=O)c1ccc(Br)s1)NCc1ccc(F)cc1,-5,15,3,-3,0,11,5,2,6
C/C(CC(=O)N1CCCC1)=N\NC(=O)c1cc2ccccc2cc1O,17,4,-12,7,17,0,-12,3,48*
CCOC(=O)[C@@H]1[C@H]2COc3ccccc3[C@@H]2N2C(=O)N(c3cccc(F)c3)C(=O)[C@@]12C,.,2,2,5,-45,.,.,.,0
COc1ccc(S(=O)(=O)N(C)CC(=O)Nc2cccc(C(C)=O)c2)cc1,4,-1,4,1,6,1,0,-2,2
Cn1c(NCCCN2CCOCC2)nc2c1c(=O)n(Cc1ccc(Cl)cc1)c(=O)n2C,8,0,-1,2,12,-2,1,5,3
CC1CCCCN1Cc1ccc(N(C)C)cc1 (stereo unspecified),-2,-1,-5,8,-6,-5,-3,-4,0
CC(C)c1ccc(/C=C(/C#N)c2nnc(NC(=O)c3ccccc3)s2)cc1,-5,1,-7,4,9,1,3,0,1
Cc1ccnc(SCc2nc3ccccc3s2)n1,2,0,-6,5,9,-3,-1,-4,-4
COc1ccc(N(CC(=O)N2CCN(Cc3ccccc3)CC2)S(=O)(=O)c2ccccc2)cc1,0,6,-4,0,-32,-1,2,0,-2
CC(=O)c1ccc(NC(=O)C2=CC(c3ccco3)=NS(=O)(=O)N2C)cc1,5,-3,2,10,6,0,4,0,5
NS(=O)(=O)c1cc(C(=O)N2CCc3ccccc32)c(Cl)cc1Cl,1,4,1,9,-5,0,-2,1,-1
CC(NC(=O)CCc1nnc(-c2ccccc2)o1)c1ccccc1 (stereo unspecified),-4,1,-4,-1,3,2,7,4,6
Cc1oc2cc(O)cc(O)c2c(=O)c1-c1ccc2c(c1)OCCCO2,-3,-2,-2,12,5,10,3,3,7
CCN(CC)c1ccc(N)cc1,3,0,-51,3,64*,-6,-6,.,9
N#Cc1cccc(NC(=O)Cn2cnc(S(=O)(=O)N3CCOCC3)c2)c1,-2,-4,1,1,2,2,-3,7,2
O=C(CCc1nnc(CCc2c[nH]c3ccccc23)o1)NC1CCC1,-3,7,-3,8,14,-7,3,5,-9
CCOC(=O)Cc1csc(N/C(=N/S(=O)(=O)c2cc(Br)ccc2OCC)c2ccccc2)n1,-1,-1,-3,-8,15,1,0,-5,3
O=C(c1ccc([N+](=O)[O-])cc1)N(C1=NCCCCS1)c1ccccc1,0,6,-1,8,11,2,1,3,-3

# New compounds follow
SMILES,PME-1 primary,PAFAH1B2 FP inh,PAD4 FP inh,PAFAH1B3 FP inh,PREPL inhibitor,LYPLA2 inh,LYPLA1 counter,GSTO1 inh,pPAFAH FP inh
Cc1ccc(OCCC(=O)Nc2ccc(F)c(Cl)c2)cc1,-8,-1,-4,8,-15,-5,-6,3,3
CCOc1ccc(NC(=O)CNC(=O)c2nn(-c3ccc(OC)cc3)c(=O)c3ccccc23)cc1,-15,5,3,0,5,-2,-8,-29,-1
COc1cc2c(cc1OC)C(C(=O)NCCN1CCOCC1)C1c3ccccc3CCN1C2=O (stereo unspecified),-7,4,-3,-1,-5,0,0,-10,-2
CSc1ccccc1C(=O)NCCOc1cccc(C)c1,1,5,-2,-2,11,6,2,2,4
